# Source: PubChem BioAssay
# JMJD2A Tudor: qHTS Assay for Inhibitors of JMJD2A-Tudor Domain; Lysine-specific demethylase 4A (Homo sapiens), O75164; AlphaScreen JMJD2A-Tudor / H3K4me3 peptide binding; Potency, µM (highest dose often 114 µM), for inactives: top-dose activity change, negative = inhibition, actives largely listed as inhibitors; 4.4% of 390,000 active; note: % is set by controls: 0 for no effect and ±100 for the full control effect; nearly all actives have a fitted effect of over 50% in size
# TrxR1 inh: qHTS Assay for Inhibitors of Mammalian Selenoprotein Thioredoxin Reductase 1 (TrxR1): qHTS. Thioredoxin reductase 1, cytoplasmic (Rattus norvegicus), O89049. recombinant rTrxR1, NADPH fluorescence consumption, selenite substrate. Potency, µM (highest dose often 114 µM), for inactives: at the highest dose activity change, negative = inhibition, usual class: inhibitors. 1% of 390,000 active. AID 588453, 2011; note: % is set by controls: 0 for no effect and ±100 for the full control effect; nearly all actives have a fitted effect of over 65% in size
#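 Rat TrxR1 (90 nM in the dispensed reagent) was pre-reduced with 400 uM NADPH for 5 min at room temperature, then incubated with compound for 15 min. After 400 uM selenite was added, NADPH fluorescence (Ex 340/Em 450 nm) was followed for 8 min.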
# HP1b binding inh: HTS for Inhibitors of HP1-beta Chromodomain Interactions with Methylated Histone Tails. Chromobox protein homolog 1 (Homo sapiens), P83916. 0.56% of 390,000 active. Potency, µM (series often up to 114 µM), without a hit: at the highest dose activity change, negative = inhibition, hits mostly inhibitors. AlphaScreen HP1-beta / biotin-H3K9me3 peptide binding; note: nearly all actives have a fitted effect of over 70% in size; inactives centre near 23
#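 HP1-beta protein (50 nM final) preincubated 30 min at room temperature with biotinylated H3(1-18)K9me3 peptide (50 nM) in PBS pH 7.4, 0.01% Tween-20, then compound added for 30 min. AlphaScreen streptavidin donor/nickel chelate acceptor beads (10 ug/mL final), 30 min dark, luminescence read.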
# Tb PGK inh: qHTS Assay to Find Inhibitors of Phosphoglycerate Kinase; Phosphoglycerate kinase, glycosomal (Trypanosoma brucei brucei), P07378; PGK/GAPDH coupled, Kinase-Glo luminescence, 60 min; Potency, µM (doses to about 57.5 µM), for the others: at the highest dose activity change, negative = inhibition, most hits filed as inhibitors; 0.043% of 380,000 active; note: % is set by controls: 0 for no effect and ±100 for the full control effect; nearly all actives have a fitted effect of over 60% in size
# Target sequence (P07378 whole entry, looked up): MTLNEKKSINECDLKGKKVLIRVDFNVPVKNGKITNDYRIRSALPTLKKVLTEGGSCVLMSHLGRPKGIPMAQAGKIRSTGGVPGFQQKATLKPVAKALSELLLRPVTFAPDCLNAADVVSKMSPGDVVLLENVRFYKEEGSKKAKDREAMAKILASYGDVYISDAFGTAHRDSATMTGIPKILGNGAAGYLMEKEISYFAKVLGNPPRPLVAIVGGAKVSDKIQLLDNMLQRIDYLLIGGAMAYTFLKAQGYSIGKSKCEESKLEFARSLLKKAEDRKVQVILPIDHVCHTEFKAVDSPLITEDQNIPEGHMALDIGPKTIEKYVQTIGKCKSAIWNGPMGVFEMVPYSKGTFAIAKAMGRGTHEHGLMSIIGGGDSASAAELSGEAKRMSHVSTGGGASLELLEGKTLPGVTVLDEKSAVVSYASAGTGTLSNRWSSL
#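 Recombinant glycosomal PGK reaction used 1,3-bisphosphoglycerate generated in-well by GAPDH (100nM final) in 100mM TEA pH 7.6, 5mM MgCl2, 0.01% Tween-20. After 60 minutes at room temperature, ATP was read by Kinase-Glo Plus luminescence end-point.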
# ERG-DNA inh: qHTS for Small Molecule Inhibitors of the ERG Ets/DNA interaction; Potency, µM (titrated, usually from 76.9 µM), without a hit: at the top dose FP activity, negative = inhibition, most hits filed as inhibitors; Transcriptional regulator ERG (Homo sapiens), P11308; fluorescence polarization, His-ERG Ets domain / labelled DNA; 0.028% of 370,000 active; active = well fitted inhibition curve with a large enough effect in the polarisation, with a control signal flat; inconclusive = small, poorly fitted or top-dose-only effect, or effect the other way, or a change in a side signal; inactive = no such curve, though single readings can be large or run the other way; the % refers to the polarisation;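 note: polarization taken with two DNA probes labelled with fluorescein and Texas red; % of control where 0% means no effect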
# Target sequence (P11308 whole entry, looked up, the tested form may be a part): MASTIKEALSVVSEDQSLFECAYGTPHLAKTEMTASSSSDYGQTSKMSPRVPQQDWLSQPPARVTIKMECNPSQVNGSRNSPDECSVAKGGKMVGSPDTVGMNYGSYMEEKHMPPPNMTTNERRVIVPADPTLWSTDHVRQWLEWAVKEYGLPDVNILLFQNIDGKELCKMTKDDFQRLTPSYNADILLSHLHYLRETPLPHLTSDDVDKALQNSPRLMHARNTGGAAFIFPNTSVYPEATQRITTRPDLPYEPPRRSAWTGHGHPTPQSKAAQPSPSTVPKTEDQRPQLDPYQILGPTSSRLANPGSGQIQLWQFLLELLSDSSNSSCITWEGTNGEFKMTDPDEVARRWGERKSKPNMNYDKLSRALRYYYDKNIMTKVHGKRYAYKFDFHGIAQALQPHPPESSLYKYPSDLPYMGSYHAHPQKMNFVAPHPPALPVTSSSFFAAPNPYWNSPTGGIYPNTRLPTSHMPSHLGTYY
#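 His-tagged ERG Ets domain (1 uM in the protein solution; 300mM KCl, 50mM Tris-HCl, 1mM EDTA, 1mM DTT, pH 7.5) received compound, then a probe mix of 5 nM fluorescein-DNA and 100nM Texas-615-DNA. Fluorescence polarization was read for both dyes.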
# Pin1 inhibitor: qHTS Assay to Find Inhibitors of Pin1 | AID 504891, 2011 | 0.009% of 390,000 active | Pin1 FP peptide displacement, HiFluor488, 10 min | Potency, µM (series often up to 115 µM), for inactives: at the top dose activity, negative = inhibition, usual class: inhibitors | Peptidyl-prolyl cis-trans isomerase NIMA-interacting 1 (Homo sapiens), Q13526; active = well fitted inhibition curve with a large enough effect in the polarisation, with a control signal flat, not every such curve was filed as active; inconclusive = small, poorly fitted or top-dose-only effect, or effect the other way, or a change in a side signal; inactive = no such curve, though single readings can be large or run the other way; the % refers to the polarisation; note: % is set by controls: 0 for no effect and ±100 for the full control effect
# Target sequence (Q13526 whole entry, looked up): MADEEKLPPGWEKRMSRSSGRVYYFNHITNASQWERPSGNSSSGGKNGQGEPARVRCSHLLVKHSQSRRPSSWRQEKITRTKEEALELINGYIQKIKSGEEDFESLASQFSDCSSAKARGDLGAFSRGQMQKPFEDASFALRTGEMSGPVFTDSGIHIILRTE
# RGS4 inh: Inhibitors of Regulator of G Protein Signaling (RGS) 4: qHTS. Regulator of G-protein signaling 4 (Homo sapiens), P49798. Transcreener GDP fluorescence polarization, RGS4-accelerated GTP hydrolysis. Potency, µM (series often up to 114 µM), inactives show at the highest dose activity change, negative = inhibition, most hits filed as inhibitors. 0.039% of 390,000 active; note: % is set by controls: 0 for no effect and ±100 for the full control effect; nearly all actives have a fitted effect of over 75% in size; some results filed as inactive show a strong effect at the top dose
#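 MLSMR compounds (23 nl, pin-transferred) preincubated 10 min at room temperature with a 500nM (2x) first reagent, then RGS4 at 900nM (2x) plus Transcreener GDP mix added; fluorescence polarization (620/688 nm) read before and after 90 min at 30 °C.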
# GLS inhibitor: qHTS for Inhibitors of Glutaminase (GLS); 0.21% of 410,000 active; Potency, µM (titrated, usually from 45.5 µM), for inactives: top-dose activity change, negative = inhibition, usual class: inhibitors; AID 624170, 2012; GLS enzymatic activity, qHTS titration; note: % is set by controls: 0 for no effect and ±100 for the full control effect
#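 Compounds were pin-transferred onto hKGA, after which L-glutamine (1 mM solution) and a detection mix of glutamate oxidase, HRP and Amplex Red were added. Initial and 30 min RT fluorescence reads were collected.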
# 12-LOX inh: Primary qHTS assay for inhibitors of human arachidonate 12S-lipoxygenase (ALOX12): Round 2; Polyunsaturated fatty acid lipoxygenase ALOX12 (Homo sapiens), P18054; purified 12hLO, xylenol orange hydroperoxide absorbance; Potency, µM (titrated, usually from 108 µM), without a hit: at the highest dose activity change, negative = inhibition, hits mostly inhibitors; 1.1% of 580,000 active; AID 1671190, 2021; note: % is set by controls: 0 for no effect and ±100 for the full control effect
#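 Hydroperoxide product was detected by ferrous iron/xylenol orange as the 573 to 405 nm absorbance ratio. Arachidonic acid at 40 uM (final) was turned over for 30 min at room temperature by 150 nM human 12hLO, pH 7.0 Hepes buffer, after 15 min compound preincubation.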
# * marks the source's active call; other numbers are inactive results; i = inactive; ? = inconclusive; nt = no result given; & = joins results of further samples; [ ] = dose if it differs, or a comment. Unless noted, calls come from the whole dose curve; as a rule, active = well fitted curve in the direction sought with a large enough effect; inconclusive = small, poorly fitted or top-dose-only effect, or another doubt; inactive = no such curve, though single readings can be large; an effect the other way counts as inactive or inconclusive. Potency is the fitted concentration of half-maximal effect. This is a subset. The share of hits here may be higher or lower than overall.
# Start of the listing, in advance, seven compounds:
SMILES,JMJD2A Tudor,TrxR1 inh,HP1b binding inh,Tb PGK inh,ERG-DNA inh,Pin1 inhibitor,RGS4 inh,GLS inhibitor,12-LOX inh
COc1ccc(S(=O)(=O)N2CCCCCC2)cc1C(=O)N(C)Cc1ccco1,-12%,-12%,35%[activator],i,4%,-7%,-23%,0%,-10%
O=C1NC(=O)C2(COC3(CCCC3)OC2)S1,-19%,1%,42%[activator],0%,-4%,-5%,-9%,-5%,0%
COc1ccccc1OCCOCCOc1ccccc1Cl,58%[activator],-5%,124%[activator],-7%,-4%,4%,-9%,4%,6%
c1ccc(CSc2nnnn2-c2ccccc2)cc1,45%[activator],13%,109%,7%,nt,1%,-13%,-4%,14%
CCOc1ccc(NS(=O)(=O)c2cc(NC(=O)c3ccc(C)cc3)ccc2Cl)cc1,-25%,4%,0%,-5%,3%,6%,5%,9%,?
CC(=O)c1ccc(NC(=O)Cn2c(=O)nc(-c3ccccc3)c3cc(Cl)ccc32)cc1,-9%,11%[57.1 µM],19%,12%,3%,10%,1%,-13%,-24%
COC(=O)CCC(=O)Nc1cccc2c(NC(=O)CCC(=O)OC)cccc12,-3%,10%[57.1 µM],41%[activator],-2%,2%,-2%,-37%,-9%,?

# The list itself, repeating the preview:
SMILES,JMJD2A Tudor,TrxR1 inh,HP1b binding inh,Tb PGK inh,ERG-DNA inh,Pin1 inhibitor,RGS4 inh,GLS inhibitor,12-LOX inh
COc1ccc(S(=O)(=O)N2CCCCCC2)cc1C(=O)N(C)Cc1ccco1,-12%,-12%,35%[activator],i,4%,-7%,-23%,0%,-10%
O=C1NC(=O)C2(COC3(CCCC3)OC2)S1,-19%,1%,42%[activator],0%,-4%,-5%,-9%,-5%,0%
COc1ccccc1OCCOCCOc1ccccc1Cl,58%[activator],-5%,124%[activator],-7%,-4%,4%,-9%,4%,6%
c1ccc(CSc2nnnn2-c2ccccc2)cc1,45%[activator],13%,109%,7%,nt,1%,-13%,-4%,14%
CCOc1ccc(NS(=O)(=O)c2cc(NC(=O)c3ccc(C)cc3)ccc2Cl)cc1,-25%,4%,0%,-5%,3%,6%,5%,9%,?
CC(=O)c1ccc(NC(=O)Cn2c(=O)nc(-c3ccccc3)c3cc(Cl)ccc32)cc1,-9%,11%[57.1 µM],19%,12%,3%,10%,1%,-13%,-24%
COC(=O)CCC(=O)Nc1cccc2c(NC(=O)CCC(=O)OC)cccc12,-3%,10%[57.1 µM],41%[activator],-2%,2%,-2%,-37%,-9%,?
Cc1cccc(C(=O)OCC(=O)N2CCc3ccccc3C2)c1O,11%,-7%,72%[activator],-9%,nt,-1%,?,0%,?
CCN(CC(=O)NCc1cccs1)C(=O)c1ccccc1Cl,-5%,9%[57.1 µM],29%,3%,3%,4%,-2%,-8%,28%
CN(CC(=O)Nc1cccc2ccccc12)C(=O)c1ccc(NC(=O)CC#N)cc1,-24%,21%,-2%,-8%,12%,-4%,-25%,-7%,-22%
COc1ccc2c(c1)cc1c(=O)n(CC(=O)NC(C)C)nc(C)n12,-1%,6%,30%,3%,1%,4%,15%,-13%,-16%
O=C(NC1CCCCC1)c1ccc(CSc2nc3ccncc3n2Cc2ccccc2F)cc1,-20%,11%,47%[activator],-3%,2%,1%,-3%,-3%,-5%
Cc1c(NC(=O)CN2C(=O)c3ccccc3S2(=O)=O)c(=O)n(-c2ccccc2)n1C,-1%,8%[57.1 µM],35%,0%,-4%,-4%,-4%,-2%,109%[activator]
Cc1ccc(C(=O)C(C)OC(=O)CCN=C2NS(=O)(=O)c3ccccc32)cc1 (stereo not given),-2%,7%,18%,-11%,7%,-1%,-17%,-7%,-3%
CC(=O)Cn1c(=O)c2c(nc3n2CCCN3Cc2ccccc2)n(C)c1=O,-2%,18%,21%,-7%,3%,16%,-8%,0%,16%
COc1ccc(Cn2nnnc2C(c2cccs2)N2CCSCC2)cc1 (stereo not given),-18%,21%,28%,-6%,-16%,7%,-10%,-5%,-13%
C/C(=N\NC(=O)C1CC1)c1ccc(N2CCOCC2)cc1,3%,5%,12%,-3%,-1%,-1%,6%,0%,9%
COc1nc(C#N)nc(N(C)C)n1,-15%,?,61%[activator],-5%,0%,0%&1%,-12%&13%,0%,0%
CCOC(=S)SCC(=O)Nc1nccs1,-1%,18%[57.1 µM],27%,1%,-5%,-6%,-54%,-11%,-3%
O=C(C1CC1)N1N=C(c2ccc(F)cc2)CC1(O)C(F)(F)F (stereo not given),-3%,7%[57.1 µM],35%,-1%,-8%,-2%,-9%,-8%,?
C=CCOC(=O)C(C#N)c1nc2ccccc2nc1N1CCN(Cc2ccc3c(c2)OCO3)CC1 (stereo not given),?,9%[57.1 µM],-11%,4%,1%,?,-39%,7%,?
O=C(Nc1cc(S(=O)(=O)N2CCOCC2)ccc1N1CCCC1)C1CC1,-4%,-7%,19%,9%,-2%,0%,-9%,17%,?
COc1ccccc1CNC(=O)C1CC(c2ccccc2F)=NO1 (stereo not given),-14%,-8%[57.1 µM],39%,-9%,7%,-4%,-5%,2%,8%
COc1ccc(C)cc1Nc1c2c(nc3nc(-c4cccs4)nn13)CCCC2,1%,18%[57.1 µM],27%[57 µM],-3%,2%,3%,-3%,4%,-9%
Cn1cc(C(=O)c2ccc(Cl)cc2Cl)cc1C=O,-4%,29%[57.1 µM],48%[activator],-8%,-5%,0%,2%,-8%,-8%
SMILES,JMJD2A Tudor,TrxR1 inh,HP1b binding inh,Tb PGK inh,ERG-DNA inh,Pin1 inhibitor,RGS4 inh,GLS inhibitor,12-LOX inh
CCc1nnc(NC(=O)c2cc(Cl)ccn2)s1,16µM*,?,51%[activator],-4%,6%,1%,-27%,-19%,?
O=C(NCCc1ccccc1)C1CCN(C(=O)c2ccc(F)cc2)CC1,3%,-6%,30%,-11%,-7%,-8%,15%,-1%,10%
C[C@H](NC(=O)c1ccco1)C(=O)Nc1ccc(S(=O)(=O)N2CCCC2)cc1,1%,14%[57.1 µM],16%,-4%,-5%,1%,21%,8%,?
CC(C)c1ccc(NC(=O)c2ccc(F)c(S(=O)(=O)N3CCc4ccccc43)c2)cc1,-10%,18%[57.1 µM],34%,-5%,-2%,7%,24%,5%,-11%
CCOC(=O)[C@@H]1[C@H]2COc3ccccc3[C@H]2N2C(=O)N(c3ccc(Cl)cc3)C(=O)[C@]12C,-23%,22%[57.1 µM],18%,-8%,2%,-9%,12%,0%,11%
COCCn1c(Cc2ccccc2)nnc1SCC(=O)Nc1ccccc1,-5%,11%,44%[activator],-5%,-8%,-2%,5%,0%,4%
O=c1c2ccccc2n(Cc2ccccc2Cl)c(=O)n1CCc1ccccc1,31%,11%,44%[activator],7%,-1%,2%,10%,6%,-8%
COc1ccc(C(=S)NCS(=O)(=O)c2ccc(C)cc2)cc1,-27%,4µM*,-29%,1%,2%,6%,-49%,23%,16µM*
Cc1ccc(S(=O)(=O)NNC(=S)Nc2cccc(F)c2)cc1,-17%,-4%,18%,-10%,4%,0%,-23%,24%,?
COC(=O)C1=C(C)NC2=C(C(=O)CCC2)C1c1ccc(-c2ccsc2C(=O)OC)o1 (stereo not given),-4%,-22%,61%[activator],-8%,-3%,3%,-14%,6%,?
C[C@@H](C(=O)NCCc1ccccc1)N1C(=O)N2CCc3c([nH]c4ccccc34)[C@@]2(C)C1=O,-29%,-4%,2%,-5%,9%,-11%,-10%,8%,7%
O=C(c1ccc([N+](=O)[O-])cc1)N1CCc2ccccc21,-22%,17%[57.1 µM],-7%,-1%,-2%,4%,-13%,0%,0%
CC(C)CCn1c(=O)c2sccc2n2c(CCCC(=O)Nc3ccc(F)c(Cl)c3)nnc12,?,-14%,29%,6%,2%,-4%,-1%,-13%,-21%
Cc1cc2oc3c(c(=O)c2cc1C)C1(C(=O)N(C)c2ccccc21)N(CCO)C3=O (stereo not given),-12%,9%,4%,-7%,0%,-9%,4%,6%,-29%
CCN1C(=O)[C@@H]2[C@H](C1=O)[C@@H]1C(=O)Nc3ccccc3C(=O)N1[C@@H]2c1cccc(C)c1,3%,13%[57.1 µM],35%,i,3%,?,-20%,0%,6%
Cn1c(/C=C/c2ccccc2)nc2ccccc21,33%,38%[activator],53%[activator],i,3%,4%,13%,3%,11%
CCOC(=O)c1cnn(Cc2cccc(Cl)c2)c1C,16%,9%[57.1 µM],41%[activator],-10%,-1%,-6%,-8%,0%,-8%
